Compound activity: PubChem, several laboratories
GASC-1 inh = inhibitors of GASC-1 histone demethylase, primary screen, biochemical, fluorescence, DELFIA europium; Lysine-specific demethylase 4C (Homo sapiens), Q9H3R0; AID 2099, 2009; actives 0.069% (n = 330,000); inhibition, % at 2.35 µM; GST-JMJD2C(1-420) H3K9me3 demethylation;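 active means more than half of a compound's replicate wells show inhibition beyond 50%, single wells judged on their own value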;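 further: signal counts dimethyl H3K9 product captured on neutravidin plate; 0% = median of DMSO wells and 100% = 0.3 times that DMSO median; strong numbers were not always called active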
Target sequence (Q9H3R0 1-420 limits assumed): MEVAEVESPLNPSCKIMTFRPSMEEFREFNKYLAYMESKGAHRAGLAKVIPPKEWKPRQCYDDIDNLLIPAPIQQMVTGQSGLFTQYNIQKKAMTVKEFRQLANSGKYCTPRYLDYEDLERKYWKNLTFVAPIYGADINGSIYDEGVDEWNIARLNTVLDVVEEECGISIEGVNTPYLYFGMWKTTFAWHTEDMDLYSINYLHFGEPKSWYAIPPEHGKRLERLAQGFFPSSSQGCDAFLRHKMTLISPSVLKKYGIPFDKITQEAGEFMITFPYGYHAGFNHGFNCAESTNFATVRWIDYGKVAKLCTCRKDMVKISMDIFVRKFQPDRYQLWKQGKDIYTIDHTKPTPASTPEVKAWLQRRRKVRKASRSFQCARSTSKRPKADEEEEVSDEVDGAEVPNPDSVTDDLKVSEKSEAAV
procasp3 activ = activators of human procaspase-3 D3A mutant, primary screen, biochemical, absorbance, PC-3 D3A mutant, single concentration | recombinant procaspase-3 D3A, Ac-DEVD-pNA absorbance 405 nm | AID 463141, 2010 | activation, % at 8.5 µM | actives 0.11% (n = 330,000);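 active means activation above the mean of all tested compounds plus 3 SD, cut at about 21% in these data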;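 further: 0% = DMSO alone and 100% = DMSO wells spiked with extra 5 µM PC-3 D3A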
Target sequence (P42574 whole entry D9A/D28A/D175A): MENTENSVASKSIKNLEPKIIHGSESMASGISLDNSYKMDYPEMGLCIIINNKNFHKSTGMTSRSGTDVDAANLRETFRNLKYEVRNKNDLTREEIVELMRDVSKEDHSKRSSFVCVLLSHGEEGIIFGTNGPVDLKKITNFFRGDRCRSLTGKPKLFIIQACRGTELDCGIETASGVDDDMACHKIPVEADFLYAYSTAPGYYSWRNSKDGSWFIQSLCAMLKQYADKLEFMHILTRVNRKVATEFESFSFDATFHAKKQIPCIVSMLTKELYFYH
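material = Procaspase-3 D3A mutant | probe or stimulus = Ac-DEVD-pNA | compound = single dose, 8.5 µM nominal compound, 0.8% DMSO | timing = 1 h preincubation, 2 h reaction | measured by = 405 nm absorbance of p-nitroaniline, reads at 0 and 120 min | benchmarks = DMSO-only low control, 5 µM PC-3 D3A high control | repeats = singlicate, each compound tested once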
Fh CTSL1 inh = Fasciola hepatica cathepsin L1 inhibitors, primary screen, counter-screen for PFM18AAP inhibitor project, biochemical, QFRET, fluorogenic peptide substrate. actives 0.49% (n = 300,000). recombinant F. hepatica cathepsin L1, Z-Leu-Arg-MCA fluorescence. inhibition, % at 5.96 µM;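 active means inhibition above the mean of all tested compounds plus 3 SD, set per screening campaign, cut at about 17% in these data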;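 further: 0% = plate median of test compound wells and 100% = 1 µM Z-Phe-Ala-diazomethylketone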
HCV core dimer = inhibitors of HCV core protein dimerization, primary screen, biochemical, TR-FRET, high-throughput; TR-FRET GST/Flag-core106 dimerization, 1536-well; inhibition, % at 5 µM; actives 0.33% (n = 300,000);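 active means inhibition above the mean of all tested compounds plus 3 SD, set per screening campaign, cut at about 45% in these data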
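Assay system: tagged HCV core106 pair (GST and Flag); medium: KF-containing HEPES buffer, pH 7.45, DTT, CHAPS, BSA; also added: Eu donor and XL665 acceptor anti-tag antibodies; dosing: 5 µM single dose; timing: compound-protein-antibody incubation 4 h at 22.5 °C; signal: TR-FRET 671 and 617 nm emission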
Efflux pump inh = inhibitors of Candida efflux pumps in yeast, primary screen, S. cerevisiae, Nile Red, multiplex; actives 0.44% (n = 330,000); S. cerevisiae Candida pump triplex; AID 485275, 2010; inhibition, % at 10 µM;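 active means plate passing quality check with inhibition over a set limit, or well fluorescence over plate mean plus 4 SD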;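 further: Nile Red retained in pooled yeast measured as flow cytometry median fluorescence; 0% = buffer negative control and 100% = Enniatin B positive control; higher means more Nile Red kept so more efflux inhibition; some compounds called inactive have numbers as strong as hits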
proCasp7 act = procaspase-7 activators, primary screen, counter-screen for procaspase-3 activator project, biochemical, absorbance, HTS, human; recombinant procaspase-7, Ac-DEVD-pNA absorbance 405 nm; D23A/D198A/D206A triple mutant, cannot self-cleave; scale: DMSO 0, 5 µM enzyme 100; actives 0.093% (n = 330,000); activation, % at 8.5 µM; AID 463210, 2010; Caspase-7 (Homo sapiens), P55210;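 active means percent activation above the screen-wide mean plus 3 SD, cut at about 25% in these data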
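Replicates: singlicate. Assay system: Procaspase-7 triple mutant (PC-7 D3A). Signal: 405 nm absorbance of p-nitroaniline. Times: 1 h preincubation, 2 h reaction. Buffer or medium: Zinc-free HEPES pH 7.4 with 300 mM NaCl, 0.01% Triton X-100. Also added: DEVD-pNA substrate. Benchmarks: DMSO wells as 0%, DMSO with 5 µM added PC-7 as 100%.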
PP5 inh = PP5 phosphatase inhibitors, primary screen, biochemical, fluorescence | AID 1987, 2009 | purified PP5c, OMFP substrate fluorescence | actives 0.18% (n = 320,000) | inhibition, % at 6.7 µM | Serine/threonine-protein phosphatase 5 (Homo sapiens), P53041;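 active means inhibition above the campaign's mean inhibition across all tested compounds plus 3 SD, cut at about 9.5% in these data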;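 further: 0% = DMSO only and 100% = 100 µM cantharidin control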
PP1 counter = PP1-alpha phosphatase inhibitors, primary screen, counter-screen for PP5 inhibitor project, biochemical, fluorescence, OMFP substrate, single point; Serine/threonine-protein phosphatase PP1-alpha catalytic subunit (Homo sapiens), P62136; purified PP1alpha; inhibition, % at 6.7 µM; actives 0.9% (n = 320,000); AID 2235, 2010;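 active means inhibition above the mean inhibition of all tested compounds plus 3 SD, computed separately for each screening campaign, cut at about 15% in these data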
Target sequence (P62136 whole entry, looked up): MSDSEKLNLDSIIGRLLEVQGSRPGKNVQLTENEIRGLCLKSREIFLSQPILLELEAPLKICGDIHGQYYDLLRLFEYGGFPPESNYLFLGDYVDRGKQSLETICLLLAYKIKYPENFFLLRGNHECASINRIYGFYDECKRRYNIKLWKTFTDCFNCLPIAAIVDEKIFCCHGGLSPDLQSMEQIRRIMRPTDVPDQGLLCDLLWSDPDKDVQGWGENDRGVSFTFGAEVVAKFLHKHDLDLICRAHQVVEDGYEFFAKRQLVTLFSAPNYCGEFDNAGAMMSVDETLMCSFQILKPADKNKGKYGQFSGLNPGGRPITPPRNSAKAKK
TPT1 inh = Candida albicans TPT1 enzyme inhibitors, primary screen, biochemical, fluorescence polarization; recombinant caTPT1, FP RNA substrate dephosphorylation; inhibition, % at 5 µM; actives 0.81% (n = 300,000);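 active means inhibition above the mean of all tested compounds plus 3 SD, set per screening campaign, cut at about 24% in these data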;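 further: plate controls were DMSO alone for no effect and ferristatin control at 100 nM for full effect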
The depositor's hits bear a star; . = no result given. The order is random; 2.9% or so of the library scored in one or more.

1: Cc1ccc([N+](=O)[O-])cc1NC(=O)C1CCN(S(C)(=O)=O)CC1
2: O=C(O)C1Nc2ccc(Br)cc2C2C=CCC12 (stereo not given)
3: COc1ccc(NC(=O)c2ccc(NC(=O)c3cccs3)cc2)cc1
4: CC1CCN(C(=O)c2[nH]cnc2C(=O)N[C@@H](C)c2ccccc2)CC1
5: O=C(NC1CCN(S(=O)(=O)c2ccc(F)cc2)CC1)c1ccco1
6: COc1ccc(OCCC(=O)OCC(=O)NCc2ccco2)cc1
7: Cc1ccc(S(=O)(=O)N2CCN(C(=O)N3CCOCC3)CC2)cc1C
8: CCCCNC(=S)N(CCN(C)C)Cc1cc2cc3c(cc2[nH]c1=O)OCCO3

screen / no.,1,2,3,4,5,6,7,8
GASC-1 inh,2,6,-10,-2,-27,2,32,-10
procasp3 activ,3,-3,-5,6,4,2,8,-27
Fh CTSL1 inh,1,-2,1,.,-2,-19,0,3
HCV core dimer,-1,23,-10,.,-4,85*,-10,-5
Efflux pump inh,0.1,-0.2,0.3,-0.1,0.2,0.0,0.0,0.2
proCasp7 act,1,0,-6,11,0,-5,-2,-29
PP5 inh,1.9,1.6,2.1,0.1,-0.3,2.2,2.7,1.3
PP1 counter,1,38*,2,-5,1,4,-1,2
TPT1 inh,-1,29*,2,.,2,2,-2,5

9: COc1cc(OC)nc(Oc2ccccc2C(=O)Oc2ccccc2Cl)n1
10: Clc1cccc(-c2cc3nc4c(c(NCc5ccco5)n3n2)CCCC4)c1
11: CCOC(=O)C1CCN(C(=O)Cc2c(C(=O)O)n(C)c3ccccc23)CC1
12: CCOC(=O)C1=C(C)NC(=O)NC1C1CC=CCC1 (stereo not given)
13: Cc1nn(C(=O)c2cccnc2)c(C)c1Sc1ccccc1
14: CCOc1ccc(CCNC(=O)CCNC(=O)c2ccco2)cc1OCC
15: Cn1cc(C(=O)NCc2ccc(Cl)cc2)c(=O)c2cc(S(=O)(=O)N3CCOCC3)ccc21
16: COC(=O)c1ccc(CN2CCCC(CCC(=O)NCc3ccc(C)o3)C2)cc1 (stereo not given)

screen / no.,9,10,11,12,13,14,15,16
GASC-1 inh,-6,8,7,-2,3,3,-8,-17
procasp3 activ,-1,9,-3,3,-3,3,9,-2
Fh CTSL1 inh,3,4,-4,1,-4,-11,2,-3
HCV core dimer,7,1,-10,-3,-7,-9,0,2
Efflux pump inh,0.0,-0.1,0.1,-0.2,1.2,-0.1,0.0,-0.1
proCasp7 act,2,-1,4,24,-2,0,5,8
PP5 inh,0.6,1.7,1.9,1.4,0.7,3.2,-2.9,0.0
PP1 counter,-1,5,-4,-2,1,-1,-3,-2
TPT1 inh,1,-2,-3,-3,1,-3,0,1

17: N/C(=N\OC(=O)c1cccs1)c1ccc(Cl)cc1
18: C=CCn1c(C)c(C(C)=O)c(SC)nc1=S
19: Cc1ccc(Cl)cc1NS(=O)(=O)c1ccc(-n2cccn2)cc1
20: Cc1cccn2c(=O)c(C=NCc3ccccc3)c(NCCO)nc12
21: Cc1ccccc1/C(N)=N/OC(=O)/C=C/c1ccccc1
22: COc1ccccc1NC(=O)C1=C(C)Nc2nc(-c3cccs3)nn2C1c1cccc(O)c1 (stereo not given)
23: Cc1ccc(C)c(N2N=C(C(=O)Nc3cccnc3)CCC2=O)c1
24: CCOC(=O)c1ccc(N2CCN(C(C)=O)CC2)c(NC(=O)c2cccnc2)c1

screen / no.,17,18,19,20,21,22,23,24
GASC-1 inh,7,19,3,-6,-3,0,.,-12
procasp3 activ,6,4,6,-1,-5,6,6,-1
Fh CTSL1 inh,-4,-1,-1,2,-14,-2,.,1
HCV core dimer,1,3,0,3,-1,-6,.,0
Efflux pump inh,-0.1,0.1,-0.1,0.0,-0.1,-0.1,0.0,-0.2
proCasp7 act,11,-10,-1,1,11,-1,5,3
PP5 inh,-3.2,3.7,1.6,-1.8,1.6,1.8,-0.8,-0.5
PP1 counter,-4,-2,4,-2,-1,1,-4,0
TPT1 inh,1,-4,-6,-4,2,0,.,-1

25: COc1ccc(CCNC(=O)CSc2nc3c(c(=O)n(C)c(=O)n3C)n2C)cc1OC
26: CC(C)NC(=O)C(c1ccc(F)cc1)N(C(=O)CCC(=O)Nc1ccccn1)c1ccccc1F (stereo not given)
27: CC1(C)CC(=O)N(Cc2ccccc2)C(=O)C1
28: O=C(COC(=O)c1cc([N+](=O)[O-])ccc1N1CCOCC1)Nc1ncc(Cl)cc1Cl
29: Cc1cccc(C(=O)N[C@H](C(=O)Nc2nc(C)cs2)C(C)C)c1
30: CC(C)C(CC(=O)N1CCCCC1)C1CCOC(C)(C)C1 (stereo not given)
31: O=C(NC(Cc1ccccc1)C(=O)Oc1ccc2c(C(F)(F)F)cc(=O)oc2c1)OCc1ccccc1 (stereo not given)
32: O=C(COC(=O)C12CC3CC(CC(C3)C1)C2)Nc1nccs1

screen / no.,25,26,27,28,29,30,31,32
GASC-1 inh,11,5,-6,-1,-6,-14,9,16
procasp3 activ,6,5,4,-9,10,-2,-2,2
Fh CTSL1 inh,-2,-3,1,-28,1,1,-3,-3
HCV core dimer,2,-1,-14,12,0,1,3,1
Efflux pump inh,0.0,-0.1,0.3,-0.4,-0.1,-0.1,0.1,0.1
proCasp7 act,-4,-3,-11,-8,2,0,12,6
PP5 inh,0.5,-0.7,2.7,1.7,2.5,1.8,2.1,0.0
PP1 counter,-1,2,-3,2,-1,-2,-1,-3
TPT1 inh,-1,0,1,0,-3,-2,-19,-8

33: CCOC(=O)c1sc(NC(=S)NC(=O)C2CC2)cc1C
34: CCOc1cc(NC(=S)NCc2ccco2)c(OCC)cc1NC(=O)c1ccco1
35: N#CC1c2ccccc2C=CN1C(=O)c1ccccc1 (stereo not given)
36: CCCCCNC(=O)c1cccc(S(=O)(=O)N2CC3(C)CC2CC(C)(C)C3)c1 (stereo not given)
37: Cc1ccc2c(c1)-n1c(nc3ccc(C)cc3c1=O)C(Cc1ccccc1)NC2=O (stereo not given)
38: CCOC(=O)N/N=C1\CC(C)S(=O)(=O)c2ccc(Cl)cc21 (stereo not given)
39: COc1ccccc1N(CC(O)Cn1c(C)nc2ccccc21)S(=O)(=O)c1ccccc1 (stereo not given)
40: COC(=O)Nc1ccc(S(=O)(=O)N(C)C)cc1

screen / no.,33,34,35,36,37,38,39,40
GASC-1 inh,1,24,-3,-2,0,-1,2,11
procasp3 activ,-8,6,6,-6,6,6,-2,1
Fh CTSL1 inh,3,-3,-2,6,.,0,-1,1
HCV core dimer,35,-1,3,9,.,1,-9,-1
Efflux pump inh,-0.3,0.0,0.1,0.0,0.0,0.0,0.3,0.0
proCasp7 act,-10,12,16,-1,-12,2,3,-6
PP5 inh,1.4,2.7,2.8,4.0,.,-0.6,-1.6,-1.2
PP1 counter,0,3,-3,2,.,-4,2,-3
TPT1 inh,0,-1,-2,3,.,0,-1,0

41: Cc1ccc(Cn2c(C3CCCN3c3nc(C)cs3)nc3cc(C(=O)NCCCO)ccc32)cc1 (stereo not given)
42: CCC(C)n1c(=O)c(C(=O)Nc2ccccc2S(N)(=O)=O)c(O)c2ccccc21 (stereo not given)
43: O=C1CN(C(=O)NCC(=O)N[C@@H](C(=O)O)c2ccccc2)c2ccccc2N1
44: Cc1nnsc1NC(=O)OCCCl
45: CCOC(=O)Cc1csc(NC(=O)c2ccc(C)cc2)n1
46: CC(=O)Nc1ccc(SCC(=O)NC(=O)c2ccccc2Br)cc1
47: COc1ccc(NC(=O)C2(c3ccc(NC(=O)c4ccc(OC)cc4)cc3)CCCC2)cc1
48: CC(=O)c1cccc(NC(=O)c2cc(S(=O)(=O)N3CCOCC3)cs2)c1
49: Cc1cc(C)c2c(CC(=O)O)coc2c1
50: CC(=O)Nc1ccc(S(=O)(=O)N2CCNC(=O)C2)cc1
51: CN(C)/C=C/C(=O)c1ccc(F)cc1

screen / no.,41,42,43,44,45,46,47,48,49,50,51
GASC-1 inh,-3,2,-11,-1,16,-5,-8,-6,2,-11,8
procasp3 activ,4,1,1,-5,0,0,-4,7,5,5,-6
Fh CTSL1 inh,-1,2,-6,-2,1,.,-1,-4,-3,.,4
HCV core dimer,-1,18,-6,-6,1,.,13,2,-3,.,4
Efflux pump inh,-0.1,0.1,0.4,-0.2,0.2,-0.1,0.0,0.1,-0.2,-0.1,0.1
proCasp7 act,-4,0,-12,2,5,-4,-10,-3,11,20,-12
PP5 inh,-0.6,-0.2,0.0,-2.4,-1.4,-0.5,-0.6,3.4,0.7,.,1.8
PP1 counter,-1,10,18*,-2,-3,-5,-1,-1,0,.,-2
TPT1 inh,-1,-3,0,-4,-1,.,2,3,3,.,-1

Reprinted at random: 7 entries already listed.
42: CCC(C)n1c(=O)c(C(=O)Nc2ccccc2S(N)(=O)=O)c(O)c2ccccc21 (stereo not given)
49: Cc1cc(C)c2c(CC(=O)O)coc2c1
51: CN(C)/C=C/C(=O)c1ccc(F)cc1
44: Cc1nnsc1NC(=O)OCCCl
41: Cc1ccc(Cn2c(C3CCCN3c3nc(C)cs3)nc3cc(C(=O)NCCCO)ccc32)cc1 (stereo not given)
43: O=C1CN(C(=O)NCC(=O)N[C@@H](C(=O)O)c2ccccc2)c2ccccc2N1
50: CC(=O)Nc1ccc(S(=O)(=O)N2CCNC(=O)C2)cc1

screen / no.,42,49,51,44,41,43,50
GASC-1 inh,2,2,8,-1,-3,-11,-11
procasp3 activ,1,5,-6,-5,4,1,5
Fh CTSL1 inh,2,-3,4,-2,-1,-6,.
HCV core dimer,18,-3,4,-6,-1,-6,.
Efflux pump inh,0.1,-0.2,0.1,-0.2,-0.1,0.4,-0.1
proCasp7 act,0,11,-12,2,-4,-12,20
PP5 inh,-0.2,0.7,1.8,-2.4,-0.6,0.0,.
PP1 counter,10,0,-2,-2,-1,18*,.
TPT1 inh,-3,3,-1,-4,-1,0,.
